PKA-R1A act = activators of PKA-R1A complex | activation, % at 11.4 µM | P00514+P68181 | actives 0.083% (n = 340,000) | PKA-R1A dissociation, Cy5-IP20 fluorescence polarization; scaled: DMSO 0%, 113 µM cGMP 100%;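 active = percent activation above the mean of all tested compounds plus 3 SD, cut at about 19% in these data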;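 note: higher means more PKAc released from R1A so a rise in polarization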
PKA-R2B activ = activators of human PKA-R2B complex; P22694+P31323; AID 504700; activation, % at 11.4 µM; PKA-R2B holoenzyme dissociation, Cy5-IP20 fluorescence polarization; R2B truncated from residue 108, S112A mutant; 0% DMSO only, 100% 113 µM cGMP; actives 0.079% (n = 340,000);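 active = activation above a cutoff set at the mean over all compounds plus 3 SD, cut at about 18% in these data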;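 note: higher means more holoenzyme dissociation and a rise in polarization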
Target sequence (P31323 whole entry, looked up, other chains not shown, the tested form may be a part): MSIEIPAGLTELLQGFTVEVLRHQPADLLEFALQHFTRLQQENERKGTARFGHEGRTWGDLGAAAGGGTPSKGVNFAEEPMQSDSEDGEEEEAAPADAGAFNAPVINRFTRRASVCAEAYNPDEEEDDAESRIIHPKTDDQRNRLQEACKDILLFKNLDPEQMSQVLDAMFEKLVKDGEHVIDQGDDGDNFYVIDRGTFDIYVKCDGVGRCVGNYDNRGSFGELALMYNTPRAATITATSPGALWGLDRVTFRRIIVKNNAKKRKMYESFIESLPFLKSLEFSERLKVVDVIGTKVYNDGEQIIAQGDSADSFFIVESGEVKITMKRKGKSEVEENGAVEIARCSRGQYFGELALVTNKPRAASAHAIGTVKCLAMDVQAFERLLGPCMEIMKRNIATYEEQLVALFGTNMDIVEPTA
CDK5 inh = CDK5/p35 (human) kinase inhibition; Recombinant CDK5/p35, ADP-Glo luminescence, 60 min; inhibition, % at 10 µM; actives 0.01% (n = 330,000); AID 488839;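 active = highest replicate inhibition of at least 50% and at least 75% of replicates reaching 50%; inconclusive = only one of the two criteria met; inactive = both criteria failed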;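 note: plate controls were DMSO neutral control for no effect and GW8510 at 10 µM for full effect; many of its hits are not listed in these tables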
dFosB activator = enhances mouse delta FosB homodimer DNA binding; P13346; purified delta FosB, TAMRA-CDK5 oligo fluorescence polarization; percent of positive-control signal above neutral wells; activation, % at 25 µM; actives 0.99% (n = 340,000);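 active = mean activation above about 17%, with every replicate also reaching it, limit read from the data, passing the limit was not always enough; inconclusive = only one of the two conditions met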;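 note: fluorescence polarization rise as delta FosB binds a TAMRA Cdk5 AP-1 oligo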
SR-BI DiI inh = blocks mouse SR-BI lipid uptake from DiI-HDL; Q61009; inhibition, % at 12.5 µM; actives 0.96% (n = 320,000); ldlA[mSR-BI] CHO cells, DiI-HDL uptake fluorescence, 3 h;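 active = mean replicate inhibition of at least 70% and a set share of replicates each scoring 70 or more; inconclusive = meets just one of the two criteria; inactive = fails both criteria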;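 note: 0% = median of neutral control wells and 100% = median of positive control wells; values of inactives mirror those of a sister screen read the other way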
Target sequence (Q61009 whole entry, looked up): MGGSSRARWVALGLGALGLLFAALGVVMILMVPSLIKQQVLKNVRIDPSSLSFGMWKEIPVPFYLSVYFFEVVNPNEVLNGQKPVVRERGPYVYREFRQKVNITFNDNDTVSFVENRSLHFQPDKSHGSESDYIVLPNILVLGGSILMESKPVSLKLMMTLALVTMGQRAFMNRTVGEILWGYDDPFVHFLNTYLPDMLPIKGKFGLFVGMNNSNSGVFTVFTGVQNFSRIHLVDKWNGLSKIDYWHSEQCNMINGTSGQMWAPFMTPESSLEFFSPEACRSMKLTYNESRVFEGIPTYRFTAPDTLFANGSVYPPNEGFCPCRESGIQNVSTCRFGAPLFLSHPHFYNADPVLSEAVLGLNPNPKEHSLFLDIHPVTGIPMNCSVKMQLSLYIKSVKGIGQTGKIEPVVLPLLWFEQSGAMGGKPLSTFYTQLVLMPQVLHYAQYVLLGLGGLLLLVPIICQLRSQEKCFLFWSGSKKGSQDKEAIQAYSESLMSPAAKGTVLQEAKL
NSD2 HMT inh = NSD2 (human) methyltransferase inhibition; actives 0.54% (n = 310,000); inhibition, % at 12.5 µM; O96028; NSD2 peptide methylation, AlphaScreen, 120 min; AID 743445; in the data active = inhibition above about 50%
Arrestin-AP2 inh = inhibitors of human beta-arrestin and AP2 interaction; FITC-arrestin peptide / GST-AP2 beads, flow cytometry; AP2 beta2 appendage carries R879A mutation; AID 504490; actives 0.31% (n = 340,000); inhibition, % at 10 µM;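 active = inhibition above a set limit, near 3 SD of compounds lacking own fluorescence, cut at about 54% in these data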;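 note: plate controls were DMSO wells for no effect and 5 µM unlabelled arrestin peptide for full effect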
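Material – AP2 appendage R879A on GSH beads · Buffer or medium – PBS with 0.05% Tween 20 and 0.1% BSA · Probe or stimulus – fluorescein-tagged arrestin peptide at 50 nM final · Incubation – compound with beads 12 min RT, then probe 1 h RT · Detection – high-throughput flow cytometry of beads, ex 488, em 535 nm · Evaluation – percent response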
SUMO Mot1 rescue = SUMOylation pathway inhibition by Mot1-301 growth rescue; growth rescue, % at 18.8 µM; actives 1% (n = 320,000); S. cerevisiae Mot1-301 growth rescue, ATP luminescence, 38.5C; percent above DMSO median, 100 means doubled;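 active = every valid replicate shows activation above 250% relative to neutral control wells; inactive = the rest, any valid replicate at or below 250%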;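 note: OY570 slx delta 5 strain wells were the positive control but not used for scaling; some compounds called inactive have numbers as strong as hits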
DSG3 Ab inh = inhibitors of pemphigus antibody binding to human desmoglein-3 | actives 0.48% (n = 310,000) | DSG3-coupled beads, scFv-anti-DSG3-GFP binding, flow cytometry; active compounds read low | P32926 | binding (percent of control), % at 10 µM;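 active = binding more than 3 SD below its plate's average and above zero; inconclusive = below that plate limit but binding exactly zero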;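 note: hits lower antibody fragment binding to DSG3; some compounds called inactive have numbers as strong as hits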
MITF TRPM1 HTS = activators of MITF-driven TRPM1 promoter activity in SK-MEL-5 cells; actives 0.75% (n = 300,000); AID 588334; activation, % at 12.5 µM; SK-MEL-5 TRPM1-promoter luciferase, 24 h; % of positive control, neutral wells = 0;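 active = mean activation of at least 80% with every replicate also reaching 80%; inconclusive = mean reaches 80% but some replicate falls short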;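 note: 0% = neutral control wells and 100% = parthenolide positive control wells; values of inactives mirror those of a sister screen read the other way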
SR-BI uptake up = enhances SR-BI lipid uptake from DiI-HDL. CHO ldlA[mSR-BI] cells, DiI-HDL uptake fluorescence, 3 h; 100 = double the neutral-control signal. activation, % at 12.5 µM. actives 0.096% (n = 320,000). AID 504775;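 active = mean replicate activation of at least 60% and every replicate at or above 60%; inconclusive = mean or all-replicate condition met, but not both; inactive = mean below 60% and not all replicates reaching 60%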;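 note: 0% = median plate neutral-control signal and 100% = twice that signal; values of inactives mirror those of a sister screen read the other way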
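Material: SR-BI-overexpressing, LDLR-lacking CHO cells | Dosing: Single compound concentration, delivered by pin transfer | Probe or stimulus: Labelled HDL, 10 µg/mL | Signal: Bottom-read cell fluorescence after medium removal, ex 550/em 595 nm | Schedule: 3 h, 37 °C | Evaluation: HDL uptake via cellular fluorescence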
* = called active by the depositor; ? = inconclusive; nt = not tested or not shown.

PKA-R1A act	PKA-R2B activ	CDK5 inh	dFosB activator	SR-BI DiI inh	NSD2 HMT inh	Arrestin-AP2 inh	SUMO Mot1 rescue	DSG3 Ab inh	MITF TRPM1 HTS	SR-BI uptake up	Compound
-1	2	-1.7	-4	-15	-7	-6	-28	100	nt	15	Cc1cc(C)nc(/N=C2\NC(=O)CC(C(=O)O)N2c2ccc(Oc3ccccc3)cc2)n1 (centres undefined)
-10	-1	nt	2	-17	-1	5	101	95	4	17	CCCNC(=O)CN(Cc1ccco1)S(=O)(=O)c1ccc(OCC)cc1
-6	3	0.1	6	-16	0	8	96	105	-6	16	CC(=O)Nc1ccc2nc(-c3cccnc3)[nH]c2c1
-3	-6	1.5	-7	-32	4	3	-4	102	-7	32	CCCCn1c(N)c(N(CCC(C)C)C(=O)COC(=O)c2ccco2)c(=O)[nH]c1=O
-11	1	0.4	0	-3	-5	21	-18	93	14	3	CCOc1cccc(/C=C/c2cc(C(=O)O)c3ccccc3n2)c1OC
-4	-7	-4.0	-27	7	1	13	7	nt	14	-7	O=C(N/N=C/c1cccc(OC(=O)c2ccccc2Cl)c1)c1cccnc1
-9	-3	0.8	-2	-4	-10	-8	6	nt	nt	4	O=C(CSc1nccc(-c2cccs2)n1)Nc1cccc(Cl)c1Cl
-5	-2	-2.0	-17	-8	0	14	10	nt	22	8	COc1ccc(-c2cc(=NC(CC(C)C)C(=O)O)c3cc(C)ccc3o2)cc1 (centres undefined)
-2	-10	-1.6	2	2	nt	24	0	100	-15	-2	Cc1sc2nc(SCc3ccc(C(=O)O)cc3)n(Cc3ccco3)c(=O)c2c1C
-1	4	2.8	-2	19	nt	22	-7	107	6	-19	C[C@H](CO)N1C[C@H](C)[C@@H](CN(C)C(=O)Nc2ccc(C(F)(F)F)cc2)Oc2c(NS(=O)(=O)c3cccs3)cccc2C1=O
9	-12	-0.1	-1	7	-5	nt	-5	101	7	-7	O=C(OCc1nnc(-c2ccccc2)o1)c1ccc(Cl)cc1
3	-8	-0.3	-2	1	-4	24	131	107	-8	-1	CC(=O)Oc1ccc(C(=O)Nn2cnnc2)cc1

The closing 5 entries of the part before are carried over, then new ones follow.
PKA-R1A act	PKA-R2B activ	CDK5 inh	dFosB activator	SR-BI DiI inh	NSD2 HMT inh	Arrestin-AP2 inh	SUMO Mot1 rescue	DSG3 Ab inh	MITF TRPM1 HTS	SR-BI uptake up	Compound
-5	-2	-2.0	-17	-8	0	14	10	nt	22	8	COc1ccc(-c2cc(=NC(CC(C)C)C(=O)O)c3cc(C)ccc3o2)cc1 (centres undefined)
-2	-10	-1.6	2	2	nt	24	0	100	-15	-2	Cc1sc2nc(SCc3ccc(C(=O)O)cc3)n(Cc3ccco3)c(=O)c2c1C
-1	4	2.8	-2	19	nt	22	-7	107	6	-19	C[C@H](CO)N1C[C@H](C)[C@@H](CN(C)C(=O)Nc2ccc(C(F)(F)F)cc2)Oc2c(NS(=O)(=O)c3cccs3)cccc2C1=O
9	-12	-0.1	-1	7	-5	nt	-5	101	7	-7	O=C(OCc1nnc(-c2ccccc2)o1)c1ccc(Cl)cc1
3	-8	-0.3	-2	1	-4	24	131	107	-8	-1	CC(=O)Oc1ccc(C(=O)Nn2cnnc2)cc1
7	0	-1.0	-6	8	0	1	-8	101	-10	-8	COc1ccccc1C(c1nnnn1C(C)(C)C)N1CCCCCC1 (centres undefined)
-6	-2	-2.1	-6	-14	2	0	-10	117	nt	14	O=C(CCCn1c(=O)[nH]c2cc(Cl)ccc2c1=O)NCCCN1CCCC1
-10	-10	-1.0	0	-3	-3	-11	nt	139	nt	3	COc1cc(CNCc2ccncc2)ccc1OCC(N)=O
1	12	0.4	-10	nt	-1	4	9	94	-2	nt	COc1ccccc1NC(=O)c1cc(S(=O)(=O)N2CCOCC2)ccc1Cl
5	-5	0.7	1	3	-2	-8	-6	107	22	-3	O=C(O)c1c(-c2ccc(Cl)cc2)cn2ccccc12
-12	-1	0.8	9	nt	-1	-3	108	94	4	nt	Cc1ccc(S(=O)(=O)NNC(=O)Nc2ccc(Cl)c(Cl)c2)cc1
-6	7	-0.5	-9	22	-2	4	14	93	-8	-22	Cc1cc(F)ccc1NC(=S)NC1CCCC1
-12	-4	-0.4	-5	-15	-3	2	4	92	19	15	Cc1ccc(C(=O)NCc2ccccc2)cc1Br
3	2	-0.7	-5	93*	0	-2	8	nt	-44	-93	Cc1cc(C)nc(SCc2ccc(C(=O)N/N=C/c3cccc(O)c3O)cc2)n1
-7	-10	1.1	-5	0	nt	26	-8	82	-28	0	O=C1C(Cl)=C(N2CCN(c3ccccc3[N+](=O)[O-])CC2)C(=O)c2ccccc21
4	6	0.5	-5	-18	-1	-7	-7	110	-4	nt	O=C(CSc1nnnn1-c1ccccc1)NCC1(N2CCOCC2)CCCCC1
1	11	-1.8	-5	-12	0	28	2	100	-8	12	CCCCn1c(N)c(N(Cc2ccccc2OC)C(=O)c2cc(CC)c(C)s2)c(=O)[nH]c1=O

(list continues)
PKA-R1A act	PKA-R2B activ	CDK5 inh	dFosB activator	SR-BI DiI inh	NSD2 HMT inh	Arrestin-AP2 inh	SUMO Mot1 rescue	DSG3 Ab inh	MITF TRPM1 HTS	SR-BI uptake up	Compound
-17	-9	-0.1	1	-14	1	1	218	97	nt	14	CN(C)c1nc(N)nc(CSc2n[nH]c(-c3ccccc3)n2)n1
-7	-4	1.0	9	45	-11	-4	0	101	0	-45	Cc1ccccc1Cn1nc(C)c(NC(=O)c2sc3ccccc3c2Cl)c1C
-3	-4	1.3	1	-6	-6	-1	-7	89	8	6	O=C(NCc1cccnc1)C12CC3CC(CC(C3)C1)C2
0	-10	0.5	-22	-38	12	-1	-6	100	9	38	Cc1ccc(SCc2[nH]nc3c2C(c2ccc(C)o2)C(C#N)=C(N)O3)cc1 (centres undefined)
-12	-7	2.1	-9	14	-5	14	144	78	43	-14	CC(=O)Nc1ccc(C(=O)CSc2nnnn2C(C)C)cc1
11	4	0.7	-2	34	4	13	-25	88	7	-33	O=C(c1ccccc1Oc1ccccc1)N1CCN(c2ccc(F)cc2)CC1
-6	5	1.4	0	6	-1	-4	10	97	-18	-6	CCOc1ccc(/C=C/c2c([N+](=O)[O-])c(=O)n(C)c(=O)n2C)cc1
-7	2	-2.2	6	nt	1	-5	-3	nt	-1	nt	COCCCNC(=O)CCn1c(=O)c2ccccc2n(CC(=O)Nc2cc(Cl)ccc2C)c1=O
5	6	1.0	0	-8	36	-5	251	102	2	8	CCN(CC)S(=O)(=O)c1ccc2[nH]c(=O)cc(C(=O)NCc3ccccc3)c2c1
1	6	0.4	14	20	0	5	10	89*	-6	-20	COc1ccc(NC(=O)Cn2nnc(C(=O)NCc3ccccc3)c2N)cc1Cl
-7	6	-1.5	-2	28	2	16	-1	107	-9	-28	CC1CCN(c2ccc(C(=O)Nc3nnc(C4CC4)s3)cc2[N+](=O)[O-])CC1
-1	0	0.3	-3	27	-5	11	-21	104	11	-27	COC(=O)c1cc(NCc2ccccc2F)ccc1N1CCOCC1

Next section.
PKA-R1A act	PKA-R2B activ	CDK5 inh	dFosB activator	SR-BI DiI inh	NSD2 HMT inh	Arrestin-AP2 inh	SUMO Mot1 rescue	DSG3 Ab inh	MITF TRPM1 HTS	SR-BI uptake up	Compound
-4	-15	2.3	-10	-32	0	-3	nt	92	-16	32	COc1ccc(-c2nnc(SCC(=O)NC3CCCCC3)n2N)cc1
-7	4	-0.5	-6	-43	2	-2	25	99	-16	43	O=C(Oc1ccc(Cl)c2cccnc12)c1cccc([N+](=O)[O-])c1
-2	-5	1.3	-10	52	-4	51	-6	106	-8	-52	COC(=O)COc1ccc(/C=N/NC(=O)CN(c2ccccc2OC)S(=O)(=O)c2ccccc2)cc1
-6	-10	-2.0	0	13	0	14	-6	111	-2	-13	Cc1cc(C)n(-c2ccc([N+](=O)[O-])cc2)n1
4	-10	-1.0	-10	-27	-2	17	3	93	-13	27	CC(/C=N/NC(=O)c1ccccc1F)c1ccccc1 (centres undefined)
-18	-3	0.3	-2	-3	4	36	447*	104	-22	3	CSc1ccc(C(=O)C2CCCN(C(=O)c3cc4cc(F)ccc4[nH]3)C2)cc1 (centres undefined)
-9	-13	0.3	-7	13	-3	-15	-4	114	2	-13	C=CCOc1cccc(C(=O)N2CCCC(CNS(=O)(=O)c3cccs3)C2)c1 (centres undefined)
-1	5	-0.3	-6	-20	-3	10	598	98	-4	20	O=C(c1cccc(Cl)c1)N(Cc1cccs1)C1CCS(=O)(=O)C1 (centres undefined)
13	5	0.4	-6	32	-1	-3	-10	98	2	-32	CC(=O)Nc1ccc(NC(=O)c2ccccc2Sc2ccc([N+](=O)[O-])cc2Cl)cc1
7	-1	-0.1	-2	-8	-11	3	8	101	nt	8	Cc1cc2nc(SC(C)C(=O)O)[nH]c2cc1C (centres undefined)
-6	-3	-2.8	-4	-134	nt	-11	112	nt	nt	?	O=C(CN1C(=O)C2CC=CCC2C1=O)NC1CCCc2ccccc21 (centres undefined)
-11	-6	-1.2	-6	-8	0	-14	2	96	-16	8	O=C(CCC1CCCCC1)Nc1nncs1
13	-5	-0.6	-3	-2	4	-2	193	100	-6	2	Cc1ccc(C)c(NC(=O)CSc2nnc(CNC(=O)c3ccco3)n2C)c1
-8	2	0.4	-7	18	-3	-1	nt	96	-1	-18	NC(=S)NN=CCn1cc([N+](=O)[O-])c(=O)[nH]c1=O
-5	-2	0.1	-5	-11	nt	5	-8	110	6	11	C#CCOCCOCCOCCNc1nc(N2CCN(C(=O)Cn3cc(CCO)nn3)CC2)nc(N2CCN(C(=O)[C@H](C(C)C)n3cc(CCO)nn3)CC2)n1

Bioassay records from PubChem BioAssay.
